TRPN1 ag – activates the zebrafish TRPN1 channel. HEK293 zebrafish TRPN1-YFP, Fluo-8 calcium fluorescence; 100% = response to 87 µM carbachol. activation, % at 3 µM. 0.18% of 220,000 active;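 active = activation above its plate's cutoff, the mean activation of test wells on that plate plus 3 SD, cut at about 19% in these data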;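 note: 0% = DMSO alone and 100% = 87 µM carbachol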
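Material: zebrafish TRPN1-YFP in HEK293 cells; Doses: single test compound dose, 3 µM nominal, 0.3% DMSO; Timing: dye loading 1 h at 37 °C, then 30 min room temperature; Technique: intracellular calcium fluorescence with Fluo-8; Benchmarks: high carbachol 87 µM, low DMSO alone.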
NPY-Y1 antag – NPY-Y1 (human) receptor antagonism. P25929. HEK293-CNG Y1 cells, membrane potential fluorescence; NPY at EC95, then isoproterenol. inhibition, % at 3.6 µM. 1% of 200,000 active. AID 1040;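 active = inhibition above the campaign mean inhibition of all tested compounds plus 3 SD, cut at about 20% in these data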;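 note: 0% = DMSO wells given NPY plus isoproterenol and 100% = isoproterenol alone without NPY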
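Material: HEK293 Y1/CNG channel cell line; also added: NPY (25 nM), isoproterenol (1 µM), Ro 20-1724 (25 µM); doses: one concentration, 3.6 µM, in 0.4% DMSO; schedule: compound incubation 1 h at room temperature, readout 45 min post-stimulation; technique: membrane potential fluorescence; measure: fluorescence ratio normalized to % inhibition between controls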
CHOP inh – inhibitors of CHOP induction in ER stress response | CHO-K1 CHOP-promoter luciferase, tunicamycin-induced, 15-18 h | inhibition, % at 10 µM | 3.8% of 220,000 active;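 active = compounds that reduced the stress-induced luciferase reporter signal by more than about 70% of percent inhibition, limit read from the data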;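 note: 0% = tunicamycin plus vehicle and 100% = wells without tunicamycin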
NPY-Y2 PAM-ag – potentiates or activates human NPY-Y2 receptor. P49146. activation, % at 3.6 µM. cells expressing NPY-Y2, potentiator/agonist read-out. AID 1359. 0.45% of 220,000 active; in the data active = activation above about 27%;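 note: cells stimulated with NPY near EC25 plus isoproterenol at EC100; 0% = vehicle plus submaximal agonist and 100% = vehicle plus saturating agonist; some results beyond the cut were filed as inactive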
EP2 modulator – modulators of human EP2 prostaglandin E2 receptor | P43116 | EP2-expressing cells, cAMP HTRF FRET, PGE2 co-stimulation | induction, % at 25 µM | 0.83% of 260,000 active | AID 940;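 active = compounds whose cAMP rise, as percent of the full-agonist control response, exceeds 60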;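 note: rat C6 glioma line stably carrying human EP2 under a CMV promoter; the protocol text gives 20 µM as final concentration; 100% = response of wells given 1 µM PGE2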
NPY1 pot ag – human NPY-Y1 potentiation or agonism, primary screen. P25929. NPY-Y1 expressing cells, potentiator/agonist activation. activation, % at 3.6 µM. 0.37% of 220,000 active; in the data active = activation above about 33%, passing the limit was not always enough;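 note: cells stimulated with NPY at EC10 then isoproterenol at EC100; 0% = low agonist plus stimulus and 100% = saturating agonist plus stimulus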
TRPML3 agonist – human mucolipin-3 channel agonism; HEK293 TRPML3-YFP, Fluo-8 calcium fluorescence; 100% = the carbachol control signal; activation, % at 3 µM; 0.29% of 220,000 active;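 active = activation above its plate's cutoff, the mean activation of the plate's test wells plus 3 SD, cut at about 12% in these data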;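 note: 0% = DMSO only wells and 100% = carbachol wells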
Target sequence (Q8TDD5 whole entry, looked up): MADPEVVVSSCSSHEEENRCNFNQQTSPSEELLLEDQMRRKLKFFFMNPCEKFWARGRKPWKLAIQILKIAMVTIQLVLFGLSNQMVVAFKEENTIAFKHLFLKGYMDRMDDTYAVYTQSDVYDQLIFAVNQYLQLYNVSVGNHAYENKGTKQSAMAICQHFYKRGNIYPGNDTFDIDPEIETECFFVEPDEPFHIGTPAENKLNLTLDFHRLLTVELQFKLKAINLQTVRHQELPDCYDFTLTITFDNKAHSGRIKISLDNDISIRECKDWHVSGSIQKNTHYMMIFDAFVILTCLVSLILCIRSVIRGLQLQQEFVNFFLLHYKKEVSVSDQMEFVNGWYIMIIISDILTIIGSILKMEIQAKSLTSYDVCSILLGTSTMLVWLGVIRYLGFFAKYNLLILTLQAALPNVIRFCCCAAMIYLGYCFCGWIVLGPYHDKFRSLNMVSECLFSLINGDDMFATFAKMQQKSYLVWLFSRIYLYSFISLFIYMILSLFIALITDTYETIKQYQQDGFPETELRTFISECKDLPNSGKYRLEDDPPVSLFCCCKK
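Material: HEK293 cells stably carrying human TRPML3-YFP; compound dosing: single dose, 3 µM final nominal compound, 0.3% DMSO final; incubation: 1-h 37 °C dye load, 5-s basal, 120-s post-compound reads; technique: Fluo-8 intracellular calcium fluorescence, excitation 470-495 nm, emission 515-575 nm; read-out basis: percent activation from peak-to-basal fluorescence ratio, scaled between DMSO and carbachol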
S1P4 agonist – human S1P4 receptor agonism | S1P4-expressing cell line, agonist reporter assay | activation, % at 4.98 µM | 0.35% of 220,000 active; in the data active = activation above about 11%;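 note: 0% = DMSO vehicle and 100% = reference agonist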
Target sequence (O95977 whole entry, looked up): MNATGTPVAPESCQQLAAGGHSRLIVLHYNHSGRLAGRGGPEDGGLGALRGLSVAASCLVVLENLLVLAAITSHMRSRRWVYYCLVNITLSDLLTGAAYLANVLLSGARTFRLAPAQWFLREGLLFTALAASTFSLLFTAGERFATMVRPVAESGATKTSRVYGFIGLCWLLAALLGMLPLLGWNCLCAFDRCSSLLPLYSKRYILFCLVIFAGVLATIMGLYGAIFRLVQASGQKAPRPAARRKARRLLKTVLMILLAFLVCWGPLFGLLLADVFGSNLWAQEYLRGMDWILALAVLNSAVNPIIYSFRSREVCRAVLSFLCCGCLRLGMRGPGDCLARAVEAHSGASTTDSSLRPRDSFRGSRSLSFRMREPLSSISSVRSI
S1P4 antag – human S1P4 receptor antagonism; S1P4-expressing cells, antagonist mode, reporter read-out; inhibition, % at 4.98 µM; 0.26% of 220,000 active; AID 1510; in the data active = inhibition above about 29%;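 note: 0% = wells stimulated with agonist and 100% = vehicle wells without agonist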
* marks the source's active call; other numbers are inactive results; x = not tested or not shown; & = joins results of further samples.

molecule,TRPN1 ag,NPY-Y1 antag,CHOP inh,NPY-Y2 PAM-ag,EP2 modulator,NPY1 pot ag,TRPML3 agonist,S1P4 agonist,S1P4 antag
CC1(C)C/C(=N\O)C(C(O)c2cccc([N+](=O)[O-])c2)C(C)(C)N1 (stereo not given),0.6,x,18,-7,18,12,0.6,-1.6,10
Cc1ccc(Nc2c(F)c(F)c(F)c(F)c2C(=O)O)cc1,0.9,10,17,-6,4,-9,1.0,1.3,-5
COc1ccc(C(CC(=O)NCCCN2CCOCC2)NS(=O)(=O)c2ccc(C)cc2)cc1 (stereo not given),0.9,4,9,-10,19,10,0.4,-1.0,0
Cc1nc2ccccn2c1-c1csc(NCc2ccco2)n1,1.3,0,x,4,-2,14,0.5,0.8,8
Cc1ccc(NC(=S)c2ccc(N(C)C)cc2)cc1,0.4,2,54,-4,-1,1,0.3,0.5,2
O=C1C=C(c2cccs2)C[C@H](c2ccccc2)[C@H]1n1nnc([N+](=O)[O-])n1,-1.4,4,-11,1,30,17,0.5,-0.5,-8
Cc1c(Cl)cccc1NC(=O)CC1SC(=NCC2CCCO2)NC1=O (stereo not given),-0.7,3,16,2,2,-3,0.6,5.5,-27
O=C(C1CCCC1)N1CCC(CO)(Cc2ccccc2Cl)CC1,2.9,-2,30,9,-23,16,1.3,-0.6,-1
C/C(CCc1ccc2c(c1)OCO2)=N\NC(=O)c1ccccc1Cl,-1.3,9,-3,-8,10,-15,-0.9,0.5,2
CCN(CC)S(=O)(=O)c1ccc2c(c1)nc(CCC(=O)Nc1ccc3c(c1)OCO3)n2CC,-0.1,4,3,-16,-24,-15,-1.2,-0.9,-19

(cont.)
molecule,TRPN1 ag,NPY-Y1 antag,CHOP inh,NPY-Y2 PAM-ag,EP2 modulator,NPY1 pot ag,TRPML3 agonist,S1P4 agonist,S1P4 antag
COc1cccc2c1OC[C@@H](CO)[C@H]2N(C)C(=O)Nc1ccccc1,1.6,4,-12,8,-5,24,1.4,-2.1,1
O=C(CCc1ccc(S(=O)(=O)N2CCOCC2)cc1)OCc1nc2ccccc2s1,1.4,-3,-7,-24,-6,6,0.0,1.6,-3
Cc1cc(=O)n(C)c2ccccc12,-0.2,-3,5,7,-2,-2,1.4,0.7,4
COc1ccc(NC(=O)c2ccc3c(=O)n(-c4ccc(OC)cc4OC)c(=S)[nH]c3c2)cc1,3.5,3,4,8,-55,8,0.9,2.1,-19
Nc1cccc2c1C(=O)N(C(=O)c1ccco1)C2=O,-0.2,x,0,5,11,-10,0.5,0.3,12
O=C(C[n+]1ccc(C(=O)NCCCO)cc1)c1cccc(Br)c1,0.9,x,17,3,-16,-6,0.9,2.8,-8
CN(/N=C/Cc1nnnn1-c1ccc(Cl)cc1)c1ccccc1,-1.7,x,0,-17,-61,4,-0.6,1.7,9
CNC(=O)CN1C(=O)NC(Cc2c[nH]c3ccccc23)C1=O (stereo not given),1.2,x,4,-12,7,-13,0.9,0.5,-18
Cc1sc2ncnc(NCC3(N4CCOCC4)CCCCC3)c2c1C,0.0,-5,59,-8,5,-23,0.1,-0.8,2
C/C(=N\NC(=O)c1nn(C)c(C)c1Br)c1ccc(NC(=O)c2ccccc2F)cc1,2.6,2,22,-3,-44,4,0.3,2.2,-2

4 entries from above, sorted by the value under NPY1 pot ag, largest number first:
SMILES,NPY1 pot ag
COc1ccc(NC(=O)c2ccc3c(=O)n(-c4ccc(OC)cc4OC)c(=S)[nH]c3c2)cc1,8
Cc1cc(=O)n(C)c2ccccc12,-2
O=C(C[n+]1ccc(C(=O)NCCCO)cc1)c1cccc(Br)c1,-6
Cc1sc2ncnc(NCC3(N4CCOCC4)CCCCC3)c2c1C,-23

Additional entries.
molecule,TRPN1 ag,NPY-Y1 antag,CHOP inh,NPY-Y2 PAM-ag,EP2 modulator,NPY1 pot ag,TRPML3 agonist,S1P4 agonist,S1P4 antag
Cc1nnc2ccc(-c3ccc(NC(=O)c4ccc(Cl)nc4)cc3)nn12,1.2,9,5,-2,-9,4,0.5,-0.2,-3
O=C(COc1ccc(/C=N/NC(=O)C(=O)N2CCCCCC2)cc1)Nc1ccccc1Cl,0.7,-5,21,-8,-13,-5,-0.2,0.5,-19
CCOc1cccc(=O)c2c(C)n(CC(=O)c3ccccc3)c(C)c12,0.7,1,9,7,-53&-75,-2,0.9,2.3,-17
CCC(C)(C)NC(=O)C(c1ccc(F)cc1)N(Cc1ccc(OC)cc1)C(=O)c1cnccn1 (stereo not given),0.3,-3,-14,0,31,2,-0.3,-0.3,-2
CCNC(=O)COC(=O)c1cc(=O)[nH]c2ccccc12,-0.6,-3,12,3,36,4,0.8,-1.0,-27
Cc1ccccc1OCc1nnc(SCC(=O)Nc2ccc3c(c2)OCO3)n1C,-0.3,5,69,-13,18,-29,-1.0,1.1,-9
O=S(=O)(Nc1nc2ccc(S(=O)(=O)N3CCCCC3)cc2s1)c1ccccc1,0.0,7,-18,1,15,0,0.1,0.5,11
COc1ccccc1OCc1cc(-c2ccccc2)no1,-2.7,1,10,-1,-38,-12,-0.6,1.0,-3
COc1cccc(CC(=O)Nc2ccc(-c3csc(C)n3)cc2)c1,-0.6,x,7,-22,-43,14,0.1,-0.7,-9
C=CCNC(=O)c1ccc2nccnc2c1,1.8,-4,3,2,20,-3,0.6,-3.8,-10

Next section:
molecule,TRPN1 ag,NPY-Y1 antag,CHOP inh,NPY-Y2 PAM-ag,EP2 modulator,NPY1 pot ag,TRPML3 agonist,S1P4 agonist,S1P4 antag
Cc1ccc(NC(=O)CN2CCc3ccccc3C2)cc1S(=O)(=O)N(C)C,2.0,13,-3,6,-1,-9,0.9,-0.1,-24
CCOC(=O)N1CCN(S(=O)(=O)c2cc3c(cc2C)NC(=O)CO3)CC1,2.8,-10,-7,11,11,13,0.7,-0.1,11
CC(=O)c1c(N2CCOCC2)nc(=S)n(Cc2ccccc2)c1C,-0.2,3,1,-2,8,-7,0.0,-2.0,1
COC(=O)c1ccc(OC)c(CSc2nnc(-c3ccc(C(C)(C)C)cc3)o2)c1,2.4,5,38,1,36,-15,0.7,-1.1,15
c1ccc(CNc2nc(-c3cccs3)nc3ccccc23)cc1,0.5,3,51,-2,7,-16,0.2,0.6,-5
Cc1ccc(S(=O)(=O)N(C)CCCC(=O)Nc2cc(C)ccc2C)cc1,1.1,5,-6,6,6,10,1.0,-1.8,6
Cc1c(Cl)c([N+](=O)[O-])nn1CCCC(=O)Nc1cccc(O)c1,0.7,3,18,7,-24,20,0.0,0.6,-10
CCOc1ccc(C2=NNC(c3cccnc3)=Nc3ccc(OC)cc32)cc1,0.1,-1,0,-8,17&30,11,0.6,-0.4,0
CC(Sc1ccc(Cl)cc1)C(=O)NCC1CCCO1 (stereo not given),-0.7,-1,-7,5,0,6,0.1,-0.7,1
O=C1C2C3CCCC3=C3CCCC3C2C(=O)N1c1ccc(Cl)cc1 (stereo not given),0.6,6,x,-1,x,13,0.0,-1.3,6

Part of the list above, showing only TRPML3 agonist:
| Molecule | TRPML3 agonist |
| --- | --- |
| CC(=O)c1c(N2CCOCC2)nc(=S)n(Cc2ccccc2)c1C | 0.0 |
| CNC(=O)CN1C(=O)NC(Cc2c[nH]c3ccccc23)C1=O (stereo not given) | 0.9 |

Next part.
molecule,TRPN1 ag,NPY-Y1 antag,CHOP inh,NPY-Y2 PAM-ag,EP2 modulator,NPY1 pot ag,TRPML3 agonist,S1P4 agonist,S1P4 antag
Nc1nn(S(=O)(=O)c2ccccc2)cc1-c1cccc([N+](=O)[O-])c1,-1.7,-7,23,9,-32,11,0.1,0.9,1
O=C1CCCC(O)=C1N=Nc1ccc2ncsc2c1,0.5,2,12,-3,-11,-10,1.0,2.3,-8
CCC(=O)Nc1nc2ccc(NC(C)=O)cc2s1,-0.8,9,21,6,-5,8,0.1,-1.1,-2
Cc1ccc(Nc2cc(C(=O)NCCCN3CCOCC3)c3ccccc3n2)c(C)c1,-0.3,-1,8,5,-9,-5,0.3,0.5,-23
COC(=O)C(CSCc1ccccc1)NC(=O)CSc1nc(C)cc(=O)[nH]1 (stereo not given),-1.0,2,-4,-2,19,-3,0.3,1.9,0
CCC(C)(C)C1CCc2c(sc(N)c2C(N)=O)C1 (stereo not given),2.6,0,-2,10,17,28,0.7,1.0,-11
CCN1C(=O)C(CC(=O)Nc2ccc(OC)cc2)N(CCc2ccccc2F)C1=S (stereo not given),1.5,x,25,15,3,31,1.2,1.3,-8
CN(C)c1ccc(NC(=S)N2CCN(c3ncc(C(F)(F)F)cc3Cl)CC2)cc1,0.5,x,6,5,1,-4,0.6,-0.9,15
Cc1cccc(NCC(=O)NNC(=S)Nc2ccccc2)c1,-0.8,0,-11,-5,-29,16,0.2,1.2,4
CC(Oc1cc(Cl)ccc1Cl)C(=O)N/N=C\c1ccnn1C (stereo not given),1.8,-3,32,27*,-16,-1,-0.1,-0.4,-6
Cc1cc(NS(=O)(=O)c2ccc(NC(=O)c3ccc(Br)o3)cc2)nc(C)n1,0.9,5,0,-14,16,-7,0.8,0.2,6

Two entries picked at random from those above:
molecule,TRPN1 ag,NPY-Y1 antag,CHOP inh,NPY-Y2 PAM-ag,EP2 modulator,NPY1 pot ag,TRPML3 agonist,S1P4 agonist,S1P4 antag
CCN1C(=O)C(CC(=O)Nc2ccc(OC)cc2)N(CCc2ccccc2F)C1=S (stereo not given),1.5,x,25,15,3,31,1.2,1.3,-8
Nc1nn(S(=O)(=O)c2ccccc2)cc1-c1cccc([N+](=O)[O-])c1,-1.7,-7,23,9,-32,11,0.1,0.9,1

Screening results from PubChem BioAssay.

An unsorted share of the library (roughly 6.5% active in at least one column).
